High-throughput results: PubChem, The Scripps Research Institute Molecular Screening Center
pPAFAH FP inh: inhibitors of human plasma PAF acetylhydrolase (pPAFAH); Q13093; recombinant pPAFAH, FP-rhodamine probe fluorescence polarization; inhibition, % at 3.39 µM; actives 1.5% (n = 330,000); AID 463082;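 active = inhibition above the mean inhibition across the screen plus 3 SD, cut at about 25% in these data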;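 also: inhibitors block binding of the rhodamine activity-based probe so polarization drops; 0% = enzyme with DMSO and 100% = wells lacking pPAFAH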
GSTO1 counter: GSTO1 inhibition, counter-screen for RBBP9 inhibitors; P78417; recombinant GSTO1, activity-based probe fluorescence polarization; inhibition, % at 5.96 µM; actives 1.1% (n = 300,000); AID 1974;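 active = inhibition above the campaign mean inhibition plus 3 SD, cut at about 35% in these data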;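 also: 0% = GSTO1-1 with DMSO and 100% = wells lacking GSTO1-1 enzyme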
Target sequence (P78417 whole entry, looked up): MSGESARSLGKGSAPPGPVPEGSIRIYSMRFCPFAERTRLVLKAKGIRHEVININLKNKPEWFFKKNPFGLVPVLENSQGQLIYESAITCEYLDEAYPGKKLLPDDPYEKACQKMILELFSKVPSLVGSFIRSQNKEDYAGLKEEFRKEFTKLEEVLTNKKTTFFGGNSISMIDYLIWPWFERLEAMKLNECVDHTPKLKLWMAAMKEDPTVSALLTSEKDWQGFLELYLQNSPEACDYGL
PAFAH1B3 FP inh: PAFAH1B3 (human) inhibition; recombinant PAFAH1B3, FP-rhodamine probe, fluorescence polarization; Q15102; actives 0.28% (n = 340,000); inhibition, % at 3.39 µM;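 active = inhibition above the screen-wide average of all tested compounds plus 3 SD, cut at about 25% in these data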;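 also: 0% = enzyme with DMSO only and 100% = wells lacking PAFAH1B3 protein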
LYPLA1 counter: LYPLA1 (human) inhibition in PME1 counter-screen | O75608 | actives 0.16% (n = 320,000) | AID 2174 | recombinant LYPLA1, FP-Rh probe fluorescence polarization | inhibition, % at 5.9 µM;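 active = inhibition above the mean of all tested compounds plus 3 SD, set per campaign, cut at about 14% in these data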;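 also: inhibitors block serine hydrolase probe labeling of LYPLA1 so polarization falls; 0% = enzyme with DMSO and 100% = wells lacking LYPLA1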
Target sequence (O75608 whole entry, looked up): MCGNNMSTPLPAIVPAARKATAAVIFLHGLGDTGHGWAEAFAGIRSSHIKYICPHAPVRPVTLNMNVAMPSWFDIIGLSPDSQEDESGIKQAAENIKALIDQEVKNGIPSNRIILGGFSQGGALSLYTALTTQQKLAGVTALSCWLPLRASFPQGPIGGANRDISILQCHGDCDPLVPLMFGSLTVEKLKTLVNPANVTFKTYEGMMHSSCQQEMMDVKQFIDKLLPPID
PAD4 inh: inhibitors of human PAD4. Q9UM07. recombinant PAD4, RCA probe fluorescence polarization. inhibition, % at 6.36 µM. actives 0.41% (n = 330,000);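 active = percent inhibition above a cutoff equal to the mean of all tested compounds plus 3 SD, cut at about 15% in these data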;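 also: 0% = PAD4 with RCA probe and DMSO and 100% = probe without PAD4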
LYPLA2 inh: blocks human lysophospholipase 2, a PME1 counter-screen; recombinant LYPLA2, FP-Rh probe fluorescence polarization; inhibition, % at 5.9 µM; O95372; actives 0.38% (n = 320,000);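 active = inhibition above the screen-wide mean plus 3 SD, limit set per campaign, cut at about 26% in these data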;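 also: 0% = LYPLA2 with DMSO and 100% = wells lacking LYPLA2 enzyme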
PAFAH1B2 FP inh: inhibitors of human PAFAH1B2; P68402; recombinant PAFAH1B2, FP-rhodamine activity probe, fluorescence polarization; inhibition, % at 3.39 µM; actives 1.2% (n = 340,000);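 active = inhibition above the mean of all tested compounds plus 3 SD, cut at about 24% in these data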;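 also: 0% = enzyme with DMSO and 100% = wells lacking PAFAH1B2; many of its hits are not listed in these tables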
PREPL inhibitor: human PREPL enzyme inhibition; inhibition, % at 5.96 µM; recombinant PREPL, fluorescence polarization activity-based probe; AID 2751; Q4J6C6; actives 0.68% (n = 320,000); in the data active = inhibition above about 43%;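 also: 0% = enzyme with DMSO and 100% = wells lacking enzyme; many of its hits are not listed in these tables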
PME-1 inh: blocks human protein phosphatase methylesterase 1; recombinant PME-1, FP-Rh probe fluorescence polarization; actives 0.53% (n = 320,000); inhibition, % at 5.9 µM; Q9Y570;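 active = inhibition above the campaign mean of all compounds plus 3 SD, cut at about 26% in these data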;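 also: competitive labeling of PME-1 active site by serine hydrolase directed probe; 0% = PME-1 with DMSO and 100% = wells lacking PME-1 enzyme; inhibitors block probe labeling so polarization falls and inhibition rises; many of its hits are not listed in these tables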
Target sequence (Q9Y570 whole entry, looked up): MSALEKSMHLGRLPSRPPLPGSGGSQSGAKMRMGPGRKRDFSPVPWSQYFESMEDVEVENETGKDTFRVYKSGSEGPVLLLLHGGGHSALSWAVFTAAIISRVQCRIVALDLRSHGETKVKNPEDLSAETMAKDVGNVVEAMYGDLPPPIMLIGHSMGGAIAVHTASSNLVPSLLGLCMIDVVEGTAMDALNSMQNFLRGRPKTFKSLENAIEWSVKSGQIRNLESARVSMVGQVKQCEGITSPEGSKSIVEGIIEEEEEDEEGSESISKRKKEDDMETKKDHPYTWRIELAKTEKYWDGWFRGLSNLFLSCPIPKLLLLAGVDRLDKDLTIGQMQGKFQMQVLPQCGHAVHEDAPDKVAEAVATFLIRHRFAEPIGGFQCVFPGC
* hit, by the source's call.

Results for COc1ccc(OC)c(NC(=O)NNC(=O)COc2ccc(-c3ccccc3)cc2)c1 ?
pPAFAH FP inh: 7; GSTO1 counter: -1; PAFAH1B3 FP inh: 1; LYPLA1 counter: -5; PAD4 inh: -2; LYPLA2 inh: -2; PAFAH1B2 FP inh: 1; PREPL inhibitor: 40; PME-1 inh: 2

Results for CNC(=O)c1sc(-c2ccc(Cl)cc2)nc1C ?
pPAFAH FP inh: 1; GSTO1 counter: 7; PAFAH1B3 FP inh: -3; LYPLA1 counter: 1; PAD4 inh: 1; LYPLA2 inh: 8; PAFAH1B2 FP inh: 3; PREPL inhibitor: -39; PME-1 inh: -10

Results for CCn1c(-c2cc(-c3ccc(OC(C)C)cc3)nc3ccccc23)n[nH]c1=S ?
pPAFAH FP inh: 6; GSTO1 counter: 4; PAFAH1B3 FP inh: 4; LYPLA1 counter: -3; PAD4 inh: 3; LYPLA2 inh: -1; PAFAH1B2 FP inh: 2; PREPL inhibitor: -2; PME-1 inh: -4

How did O=C(CCN1C(=O)C2C3CCC(C3)C2C1=O)Nc1ccc(Br)cc1 (centres undefined) do in these assays?
pPAFAH FP inh: 5; GSTO1 counter: 4; PAFAH1B3 FP inh: 14; LYPLA1 counter: 1; PAD4 inh: 0; LYPLA2 inh: 2; PAFAH1B2 FP inh: 7; PREPL inhibitor: 10; PME-1 inh: 1

What do the screens show for `Cc1nnc(SCC(=O)N(C2CCCCC2)C2CCS(=O)(=O)C2)n1C` (centres undefined)?
pPAFAH FP inh: 0; PAFAH1B3 FP inh: -5; LYPLA1 counter: 1; PAD4 inh: -4; LYPLA2 inh: 2; PAFAH1B2 FP inh: 3; PREPL inhibitor: 10; PME-1 inh: -4

What do the screens show for `CN1C(=O)[C@@H]2[C@H](C1=O)[C@@H]1C(=O)Nc3ccccc3C(=O)N1[C@@H]2c1cccc(Br)c1`?
pPAFAH FP inh: 1; GSTO1 counter: -5; PAFAH1B3 FP inh: 14; LYPLA1 counter: 1; PAD4 inh: 1; LYPLA2 inh: 1; PAFAH1B2 FP inh: 6; PREPL inhibitor: -2; PME-1 inh: -2

How did NC(=O)/C(=C/c1ccco1)C(N)=S do in these assays?
pPAFAH FP inh: 26*; GSTO1 counter: 27; PAFAH1B3 FP inh: 16; LYPLA1 counter: -1; PAD4 inh: 10; LYPLA2 inh: 1; PAFAH1B2 FP inh: 10; PREPL inhibitor: 10; PME-1 inh: -3

How did O=C(NCC12CC3CC(C1)CC(CNC(=O)N1CCCC1)(C3)C2)N1CCCC1 do in these assays?
pPAFAH FP inh: 6; GSTO1 counter: -2; PAFAH1B3 FP inh: 11; LYPLA1 counter: 0; PAD4 inh: -4; LYPLA2 inh: 0; PAFAH1B2 FP inh: 1; PREPL inhibitor: 3; PME-1 inh: 0

How did CN(C)C(=O)CSc1nnc(-c2cccnc2)n1-c1ccccc1 do in these assays?
pPAFAH FP inh: -3; GSTO1 counter: 6; PAFAH1B3 FP inh: 8; LYPLA1 counter: -2; PAD4 inh: 1; LYPLA2 inh: -8; PAFAH1B2 FP inh: 4; PREPL inhibitor: -8; PME-1 inh: 0

How did CCOC(=O)c1cnc2c(-c3ccccc3)cnn2c1N do in these assays?
pPAFAH FP inh: 4; GSTO1 counter: -5; PAFAH1B3 FP inh: 5; LYPLA1 counter: -4; PAD4 inh: 2; LYPLA2 inh: 0; PAFAH1B2 FP inh: 4; PREPL inhibitor: 4; PME-1 inh: -5

How did Cc1cccc(-c2cc3c(N=O)c4ccccc4c-3n[nH]2)c1 do in these assays?
pPAFAH FP inh: -4; GSTO1 counter: 3; PAFAH1B3 FP inh: -45; LYPLA1 counter: -8; PAD4 inh: -12; LYPLA2 inh: -19; PAFAH1B2 FP inh: -19; PREPL inhibitor: 3; PME-1 inh: -34

Results for COc1ccc(C2Nc3ccccc3NC3=C2C(=O)CC(C)(C)C3)c(OC)c1OC (centres undefined) ?
pPAFAH FP inh: 0; GSTO1 counter: 9; PAFAH1B3 FP inh: 5; LYPLA1 counter: 4; PAD4 inh: -4; LYPLA2 inh: 12; PAFAH1B2 FP inh: 2; PREPL inhibitor: 13; PME-1 inh: 0

Results for CS(=O)(=O)NCCNc1ccc(Cl)cc1[N+](=O)[O-] ?
pPAFAH FP inh: 3; GSTO1 counter: 6; PAFAH1B3 FP inh: 7; LYPLA1 counter: -7; PAD4 inh: -2; LYPLA2 inh: 0; PAFAH1B2 FP inh: 3; PREPL inhibitor: 3; PME-1 inh: -3

How did CC(C)(C)OC(=O)NCCNC(=O)c1cccs1 do in these assays?
pPAFAH FP inh: 4; GSTO1 counter: 0; PAFAH1B3 FP inh: 0; LYPLA1 counter: -1; PAD4 inh: 2; LYPLA2 inh: -1; PAFAH1B2 FP inh: 8; PREPL inhibitor: 3; PME-1 inh: 0

Results for CCOC(=O)C(C)NC(=O)C(NC(=O)C1CCC(CC)CC1)C(C)C (centres undefined) ?
pPAFAH FP inh: 1; GSTO1 counter: 3; PAFAH1B3 FP inh: -1; LYPLA1 counter: -2; PAD4 inh: -3; LYPLA2 inh: -2; PAFAH1B2 FP inh: 9; PREPL inhibitor: -5; PME-1 inh: -5

What do the screens show for `O=C(O)CSc1nc(C(F)(F)F)cc(=O)n1-c1ccccc1`?
pPAFAH FP inh: 1; GSTO1 counter: 1; PAFAH1B3 FP inh: -1; LYPLA1 counter: -3; PAD4 inh: -5; LYPLA2 inh: 1; PAFAH1B2 FP inh: 5; PREPL inhibitor: 4; PME-1 inh: 3

What do the screens show for `O=C(CCN1C(=O)C2C3C=CC(C3)C2C1=O)N1CCN(c2cccc(Cl)c2)CC1` (centres undefined)?
pPAFAH FP inh: 6; GSTO1 counter: 5; PAFAH1B3 FP inh: 13; LYPLA1 counter: 3; PAD4 inh: -2; LYPLA2 inh: 4; PAFAH1B2 FP inh: 4; PREPL inhibitor: 16; PME-1 inh: 4

Results for COc1ccc(Cn2cc3c(-c4ccc(F)cc4)nnc-3c3cc(OC)c(OC)cc32)cc1 ?
pPAFAH FP inh: 20; GSTO1 counter: -6; PAFAH1B3 FP inh: 3; LYPLA1 counter: -9; PAD4 inh: -3; LYPLA2 inh: -2; PAFAH1B2 FP inh: 3; PREPL inhibitor: -24; PME-1 inh: 4

Results for CCOc1c(Cl)cc(CNC(C)(C)CC(C)(C)C)cc1OC ?
pPAFAH FP inh: 4; GSTO1 counter: 3; PAFAH1B3 FP inh: 1; LYPLA1 counter: 1; PAD4 inh: 0; LYPLA2 inh: 2; PAFAH1B2 FP inh: 1; PREPL inhibitor: 10; PME-1 inh: 4

What do the screens show for `Cc1ccc(C(=O)Nc2ncc3c(n2)CC(c2ccco2)CC3=O)cc1` (centres undefined)?
pPAFAH FP inh: -8; GSTO1 counter: -5; PAFAH1B3 FP inh: -2; LYPLA1 counter: -2; PAD4 inh: -2; LYPLA2 inh: -2; PAFAH1B2 FP inh: 4; PREPL inhibitor: 8; PME-1 inh: -8

How did COC(=O)Cn1ccc2cc(S(=O)(=O)N3CCCCC3)ccc21 do in these assays?
pPAFAH FP inh: 6; GSTO1 counter: -2; PAFAH1B3 FP inh: -5; LYPLA1 counter: 6; PAD4 inh: -2; LYPLA2 inh: -4; PAFAH1B2 FP inh: -5; PREPL inhibitor: 8; PME-1 inh: 3

What do the screens show for `COc1cc(C(=O)Nc2ccc3c(c2)CCCN3C(=O)c2ccco2)c([N+](=O)[O-])cc1OC`?
pPAFAH FP inh: 7; GSTO1 counter: 0; PAFAH1B3 FP inh: -6; LYPLA1 counter: -1; PAD4 inh: -1; LYPLA2 inh: -2; PAFAH1B2 FP inh: 2; PREPL inhibitor: 1; PME-1 inh: -2

Results for O=C1CC(=O)NC(SCC(=O)Nc2ccccc2[N+](=O)[O-])=N1 ?
pPAFAH FP inh: 20; GSTO1 counter: 16; PAFAH1B3 FP inh: 9; LYPLA1 counter: -3; PAD4 inh: -3; LYPLA2 inh: 0; PAFAH1B2 FP inh: 2; PREPL inhibitor: 5; PME-1 inh: 1

What do the screens show for `O=C(Nc1ccc2c(c1)OCO2)c1ccc(Cl)s1`?
pPAFAH FP inh: 4; GSTO1 counter: 7; PAFAH1B3 FP inh: 4; LYPLA1 counter: 1; PAD4 inh: -2; LYPLA2 inh: 13; PAFAH1B2 FP inh: 1; PREPL inhibitor: 16; PME-1 inh: 0

How did CCOc1cc(C(=O)CCC(=O)OCC(=O)Nc2ccc(C)c(S(=O)(=O)N(C)C)c2)ccc1O do in these assays?
pPAFAH FP inh: 9; GSTO1 counter: -5; PAFAH1B3 FP inh: 9; LYPLA1 counter: -3; PAD4 inh: 0; LYPLA2 inh: -4; PAFAH1B2 FP inh: 1; PREPL inhibitor: 0; PME-1 inh: 8

How did CC(C)[C@H](NS(=O)(=O)c1ccc(Cl)cc1)C(=O)OCC(=O)NCCN1C(=O)CSC1=O do in these assays?
pPAFAH FP inh: 0; GSTO1 counter: -5; PAFAH1B3 FP inh: 9; LYPLA1 counter: -1; PAD4 inh: -3; LYPLA2 inh: -3; PAFAH1B2 FP inh: 3; PREPL inhibitor: 19; PME-1 inh: 0

How did COc1ccc(Br)cc1CNC(=O)Cn1nc(C)n2cccc2c1=O do in these assays?
pPAFAH FP inh: 1; GSTO1 counter: 5; PAFAH1B3 FP inh: 5; LYPLA1 counter: -2; PAD4 inh: -2; LYPLA2 inh: 0; PAFAH1B2 FP inh: 9; PREPL inhibitor: -10; PME-1 inh: 6

How did Cc1cc(NS(=O)(=O)c2cc(Cl)sc2Cl)no1 do in these assays?
pPAFAH FP inh: 0; GSTO1 counter: 4; PAFAH1B3 FP inh: 1; LYPLA1 counter: -2; PAD4 inh: 0; LYPLA2 inh: 3; PAFAH1B2 FP inh: 4; PREPL inhibitor: 2; PME-1 inh: 0

Results for COc1ccc(CN2CCN(C(=O)CCC(=O)c3ccc(C)s3)CC2)cc1OC ?
pPAFAH FP inh: 18; PAFAH1B3 FP inh: 5; LYPLA1 counter: -1; PAD4 inh: -5; LYPLA2 inh: 1; PAFAH1B2 FP inh: 3; PREPL inhibitor: 4; PME-1 inh: -8

What do the screens show for `CC(=O)Nc1cccc(/C(C)=N/NC(=O)c2cccs2)c1`?
pPAFAH FP inh: 2; GSTO1 counter: -3; PAFAH1B3 FP inh: 2; LYPLA1 counter: -1; PAD4 inh: -5; LYPLA2 inh: 0; PAFAH1B2 FP inh: -5; PREPL inhibitor: 5; PME-1 inh: -1

What do the screens show for `Cc1cc(C)cc(N2C(N)=NC(N)=NC2c2ccccc2F)c1` (centres undefined)?
pPAFAH FP inh: 11; GSTO1 counter: 4; PAFAH1B3 FP inh: -1; LYPLA1 counter: 1; PAD4 inh: 1; LYPLA2 inh: 2; PAFAH1B2 FP inh: -1; PREPL inhibitor: 22; PME-1 inh: -2

What do the screens show for `CCN(Cc1ccccc1)S(=O)(=O)c1ccc(C(=O)Nc2nnc(-c3ccccc3OC)o2)cc1`?
pPAFAH FP inh: -3; GSTO1 counter: -33; PAFAH1B3 FP inh: 0; LYPLA1 counter: -6; PAD4 inh: 4; LYPLA2 inh: 1; PAFAH1B2 FP inh: 1; PREPL inhibitor: 8; PME-1 inh: -8

Results for COc1ccc(CC2S/C(=N/N=C/c3ccc(O)cc3)NC2=O)cc1 (centres undefined) ?
pPAFAH FP inh: 0; GSTO1 counter: 3; PAFAH1B3 FP inh: 9; LYPLA1 counter: 3; PAD4 inh: -2; LYPLA2 inh: 3; PAFAH1B2 FP inh: -1; PREPL inhibitor: 9; PME-1 inh: 5

This is a subset; the hit share may differ from the screen's.
